# Screening data as filed in PubChem.
# Mdm2-MdmX inh: human Mdm2/MdmX binding inhibition; inhibition, % at 8 µM; O15151+Q00987; 330,000 tested, 3% active; SaOS-2 split-luciferase Mdm2/MdmX complementation, luminescence;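 active = inhibition of at least 50% at 8 µM in the primary screen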
# UPR XBP1 act: adaptive UPR (XBP1) activation; CHO-XBP1 luciferase reporter, IRE1-XBP1 UPR activation, luminescence; percent of tunicamycin response, DMSO as zero; activation, % at 20 µM; 330,000 tested, 0.33% active;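 active = versus positive control, 20 µM dose yields 30% or more activation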;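 also: 100% = tunicamycin at 10 µg/mL and 0% = DMSO only wells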
#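 Signal: luciferase luminescence; Assay system: CHO-XBP1 luciferase reporter cells; Amount: one thousand reporter cells per well; Dosing: 20 µM single concentration, DMSO 1%; Benchmarks: high control tunicamycin 10 µg/mL final, low control DMSO vehicle only; Schedule: 6 h compound exposure at 37 °C, 5% CO2; Evaluation: percent activation relative to tunicamycin reference.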
# APJ agonist: APJ receptor agonism | activation, % at 20 µM | CHO-K1 APJ PathHunter beta-arrestin, luminescence; 0% DMSO wells, 100% apelin | P35414 | 330,000 tested, 0.11% active;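 active = activation more than six SD over the plate average, tested at 20 µM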;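 also: 0% = DMSO alone and 100% = apelin-13 at 10 nM; some results filed as inactive read as strong as hits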
# Target sequence (P35414 whole entry, looked up): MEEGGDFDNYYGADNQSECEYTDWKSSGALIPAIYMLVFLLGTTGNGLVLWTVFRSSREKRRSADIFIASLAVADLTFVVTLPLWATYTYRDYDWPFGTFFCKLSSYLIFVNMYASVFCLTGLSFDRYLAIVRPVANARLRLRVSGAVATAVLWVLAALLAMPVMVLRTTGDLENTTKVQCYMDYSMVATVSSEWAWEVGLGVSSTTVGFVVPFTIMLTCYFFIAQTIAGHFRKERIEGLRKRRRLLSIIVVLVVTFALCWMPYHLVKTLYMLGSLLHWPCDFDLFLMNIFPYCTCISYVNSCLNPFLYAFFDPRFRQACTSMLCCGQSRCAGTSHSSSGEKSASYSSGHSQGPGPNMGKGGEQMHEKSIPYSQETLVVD
#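 Material: engineered CHO-K1 APJ arrestin reporter cells; amount: 1000 CHO-K1 reporter cells seeded per well; incubation: compound stimulation 90 min at 25 °C, detection 60 min; signal: luminescent beta-gal fragment complementation, chemiluminescent substrate; read-out basis: APJ agonist activity; controls: DMSO-only wells as negative, 10 nM Apelin-13 as positive control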
# 697 NFkB inh: lowers PMA/ionomycin-induced NF-kB signal in 697 B cells; 697 B-cell NF-kB luciferase reporter, 16 h; inhibition, % at 4 µM; 330,000 tested, 0.33% active; in the data active = inhibition above about 35%
# UPR CHOP act: activators of apoptotic arm of unfolded protein response (CHOP); CHO-CHOP luciferase reporter, UPR activation, luminescence; percent of tunicamycin response over DMSO baseline; activation, % at 10 µM; 330,000 tested, 0.34% active;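 active = at 10 µM dose, activation of 40% or more, normalized to positive control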;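 also: 100% = tunicamycin at 10 µg/mL and 0% = DMSO alone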
#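 System: CHO-CHOP luciferase reporter cell line; amount: 500 cells/well; buffer or medium: F12 medium containing 10% fetal bovine serum; incubation: 6 h compound exposure at 37 °C after overnight seeding; measured by: luciferase luminescence after 10 min with Steady-Glo reagent; evaluation: % reporter activation, DMSO baseline versus tunicamycin full activation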
# Jurkat NFkB inh: inhibitors of the PMA/ionomycin-induced NF-kB reporter in Jurkat cells. 330,000 tested, 0.53% active. PMA/ionomycin-induced NF-kB luciferase reporter, luminescence. AID 435003. inhibition, % at 4 µM; in the data active = inhibition above about 50%
# APJ antag: APJ receptor antagonism; P35414; CHO-K1 APJ beta-arrestin complementation, luminescence; inhibition, % at 20 µM; 330,000 tested, 0.32% active; AID 2521;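 active = inhibition above about 40% at 20 µM, limit read from the data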;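 also: cells challenged with 10 nM apelin-13 agonist together with compound; plate controls were apelin-13 plus DMSO wells for no effect and DMSO wells lacking apelin-13 for full effect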
# tim23-1 inh: inhibits growth of tim23-1 mutant yeast; S. cerevisiae tim23-1 growth, BacTiter-Glo luminescence, 24 h; inhibition, % at 20 µM; 330,000 tested, 1.3% active;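 active = growth inhibition of the mutant yeast at or above 50%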;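 also: temperature-sensitive mutant grown at 25 °C; plate controls were DMSO-treated mutant yeast for no effect and medium wells lacking yeast for full effect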
# An asterisk follows results filed as active.
SMILES,Mdm2-MdmX inh,UPR XBP1 act,APJ agonist,697 NFkB inh,UPR CHOP act,Jurkat NFkB inh,APJ antag,tim23-1 inh
NS(=O)(=O)c1ccc(NC(=O)c2ccc(S(=O)(=O)N3CCc4ccccc43)cc2)cc1,6,-3,-2,4,-0.7,-11,-21,15
COc1ccc(S(=O)(=O)NC(CC(=O)NCc2ccco2)C(C)C)cc1 (centres undefined),-20,-1,2,-27,0.0,-13,17,15
Cc1ccc2[nH]c(=O)c(CN(c3cccc(C)c3C)S(=O)(=O)c3ccccc3)cc2c1,10,-2,-3,-20,1.0,40,21,1
CC(=O)CC(=O)Nc1ccc(C(N)=O)cc1,3,-2,-3,-3,-2.2,-15,-2,14
CCOc1ccccc1Nc1nnc(SCC(=O)NC(Cc2c[nH]c3ccccc23)C(=O)O)s1 (centres undefined),-6,0,-2,19,-0.9,0,12,1
O=C(Nc1ccnn1C1CCN(C(=O)c2c(F)cccc2F)CC1)C1CC1,12,-5,-3,9,0.4,-11,19,-7
CCOC(=O)[C@@H]1[C@H]2COc3cc(OC)ccc3[C@@H]2N2C(=O)N(c3cccc(Cl)c3)C(=O)[C@]12C,-2,-1,4,-8,-0.6,7,20,42
COc1cc(C(=O)OCCNC(=O)c2ccncc2)cc(OC)c1OC,9,-1,-2,2,-1.6,-1,1,13
C/C(=N\Nc1nnc2c3ccccc3n(C)c2n1)c1ccc(C)o1,1,2,-2,-9,2.0,7,-2,11
CCC(C)NC(=O)C1CCN(C(=O)N(C)C)CC1 (centres undefined),8,0,2,15,-0.3,10,-16,-16
COc1cc(/C=C/C(=O)Nc2nc3ccc(S(=O)(=O)N(C)C)cc3s2)cc(OC)c1OC,10,2,-2,-9,6.2,5,-10,-29
COc1ccc(C(=O)c2c(-c3cccc(C)c3)oc3ccc(N4CCOCC4)cc23)cn1,18,0,2,-37,0.0,-18,-82,10
O=C(c1ccc(CSc2nc3ccncc3[nH]2)cc1)N1CCCCCC1,-6,-4,-2,-86,-0.1,-14,-19,11
Cc1cc(C)c2sc(N(CCN(C)C)C(=O)CCS(=O)(=O)c3ccccc3)nc2c1,-21,-1,1,-60,4.3,-12,-68,13
Cc1ccccc1NC(=S)N(CCN1CCCCC1)Cc1ccco1,7,-1,-3,-9,-1.3,-10,3,11
CCCN1CCN(C(=O)Cn2nc(C)n3c(cc4sccc43)c2=O)CC1,-22,-2,3,-10,0.4,6,-23,7
COc1ccc(C)cc1NC(=O)C1CCCN1C(=O)OCc1ccccc1 (centres undefined),29,-4,-8,11,-0.6,-6,-5,16
CCN(CC(=O)Nc1c(F)cccc1F)C(=O)CN(C)S(=O)(=O)c1ccc(F)cc1,19,0,-5,21,1.8,9,19,-12
COc1ccc(C(=O)Nc2cc3c(cc2N2CCCCC2)n(C)c(=O)n3C)cc1OC,38,13,1,29,3.0,-18,1,48
O=C(NC1CC1)C1CCN(C(=O)c2ccccc2Cl)CC1,-17,-3,1,10,0.2,4,-5,-4
Cc1ccc(-c2nc3ccccc3c(=O)n2NC(=O)c2cccs2)cc1,-17,0,1,5,-0.1,-8,8,17
CCN1CCN(c2cc(N3CCc4ccccc4C3)c(F)cc2[N+](=O)[O-])CC1,26,2,-2,12,3.2,1,4,32
O=C(NCc1ccccc1)c1ccc[n+]([O-])c1,2,-1,0,-17,0.4,5,-15,10
COc1ccc(S(=O)(=O)N2Cc3ccccc3CC2C(=O)Nc2ccc(O)cc2)cc1OC (centres undefined),-3,0,-1,-10,2.3,3,-8,13
Cc1cc(C)n2nc(C(=O)OCC(=O)c3ccccc3Cl)nc2n1,0,1,-4,16,3.1,6,6,-5

# A different layout for some results above.
# Each structure is followed by: Mdm2-MdmX inh, UPR XBP1 act, APJ agonist, 697 NFkB inh, UPR CHOP act, Jurkat NFkB inh, APJ antag, tim23-1 inh
O=C(Nc1ccnn1C1CCN(C(=O)c2c(F)cccc2F)CC1)C1CC1
    12, -5, -3, 9, 0.4, -11, 19, -7
CCOC(=O)[C@@H]1[C@H]2COc3cc(OC)ccc3[C@@H]2N2C(=O)N(c3cccc(Cl)c3)C(=O)[C@]12C
    -2, -1, 4, -8, -0.6, 7, 20, 42
COc1cc(C(=O)OCCNC(=O)c2ccncc2)cc(OC)c1OC
    9, -1, -2, 2, -1.6, -1, 1, 13
C/C(=N\Nc1nnc2c3ccccc3n(C)c2n1)c1ccc(C)o1
    1, 2, -2, -9, 2.0, 7, -2, 11
CCC(C)NC(=O)C1CCN(C(=O)N(C)C)CC1 (centres undefined)
    8, 0, 2, 15, -0.3, 10, -16, -16
COc1cc(/C=C/C(=O)Nc2nc3ccc(S(=O)(=O)N(C)C)cc3s2)cc(OC)c1OC
    10, 2, -2, -9, 6.2, 5, -10, -29

# Next compounds.
SMILES,Mdm2-MdmX inh,UPR XBP1 act,APJ agonist,697 NFkB inh,UPR CHOP act,Jurkat NFkB inh,APJ antag,tim23-1 inh
COc1ccc(OCCOC(=O)C(C)NS(=O)(=O)c2ccc(NC(C)=O)cc2)cc1 (centres undefined),6,-1,3,-23,-2.5,-2,-46,8
Cc1ccc(C(=O)Nc2ccc3c(c2)OCO3)cc1S(=O)(=O)N1CCOCC1,8,1,-1,-24,4.1,-45,15,10
O=C(c1ccc(CS(=O)(=O)c2ccc(Br)cc2)o1)N1CCN(c2ccccn2)CC1,20,1,4,11,1.4,3,-2,15
COc1ccc(CC(=O)N2CC(C)CC(C)C2)cc1OC (centres undefined),4,-4,-2,8,0.6,1,13,10
CC(CN1CCOCC1)OC(=O)c1ccc(C(C)(C)C)cc1 (centres undefined),6,-5,-1,-26,0.3,-20,77*,14
S=C(Nc1ccccc1)N1CCCCC1,9,3,0,-20,0.2,-7,8,8
O=C(CSC1=Nc2ccccc2C2=NC(CC(=O)NCc3ccco3)C(=O)N12)NCC1CCCO1 (centres undefined),-23,-1,-2,9,-0.7,-14,-6,13
CC(C)CCN1CCN(Cc2cccc3nonc23)CC1CCO (centres undefined),-6,1,-3,-27,0.6,-9,25,5
CCOC(=O)c1sc(=S)n(C)c1NC(=O)c1ccccc1,6,-2,0,8,3.3,17,4,19
CC(=O)NC(Cc1c[nH]c2ccccc12)C(=O)OCC(=O)N1CCCCCC1 (centres undefined),20,-5,-2,4,0.3,1,24,-2
CCOC(=O)CSc1ccc2nnc(CCNS(=O)(=O)c3ccccc3)n2n1,31,0,-3,-2,0.2,-1,15,5
CC(=O)c1ccccc1NC(=O)COC(=O)CSCC(=O)Nc1cc(C)on1,6,0,-5,-4,-1.3,-16,0,17
Cc1ccsc1C(=O)NNC(=O)c1csc(N2CCOCC2)n1,10,-3,0,0,0.5,0,15,8
CCCCOC(=O)Nc1nnc(Cc2ccc(Cl)cc2)s1,6,-1,-3,11,-0.9,4,-1,-10
CC(NC(=O)C1(c2cccs2)CCOCC1)c1ccccc1 (centres undefined),5,-1,2,2,3.3,2,-17,10
Fc1ccccc1-c1nc(-c2ccccc2)no1,-232,-4,2,-272,-2.4,-120,-7,9
CNC(=O)C(=O)NCCc1ccc(Cl)cc1,-8,0,0,-9,-0.8,-8,-34,0
CC(=O)NCC(=O)N(C)C(C(=O)Nc1ccc2c(c1)OCCO2)c1ccc(C)cc1 (centres undefined),-21,-1,-1,8,0.9,-11,-11,14
COc1ccc(OC)c(CNC(=O)C2CCN(S(=O)(=O)N3CCCC3)CC2)c1,4,-2,8,10,1.9,5,1,12
O=C(CNC(=O)c1ccc(Cl)c([N+](=O)[O-])c1)NCC1CCCO1 (centres undefined),-8,1,3,-8,1.2,-4,2,-1
CCN(CC)c1ccc(N=Cc2ccc([N+](=O)[O-])o2)cc1,39,8,2,-142,7.3,25,-33,48
CC(C)Oc1ccc(C(CC(=O)N(C)CCC#N)c2ccc(F)cc2)cc1 (centres undefined),-11,-2,0,0,0.6,9,-24,14
COC1(OC)N=C(N)C2(C#N)C(c3ccc(F)cc3)C12C#N (centres undefined),17,-5,-2,3,-0.4,13,0,10
OC(COc1ccc(F)cc1)CN1CCN(c2ccccc2F)CC1 (centres undefined),17,-3,-5,-1,-1.2,4,-9,36
Cc1cc([N+](=O)[O-])nn1CCCC(=O)Nc1cc(Cl)ccc1Cl,9,-1,-5,16,2.8,-11,-9,19

# Quoted at random: two entries already listed.
SMILES,Mdm2-MdmX inh,UPR XBP1 act,APJ agonist,697 NFkB inh,UPR CHOP act,Jurkat NFkB inh,APJ antag,tim23-1 inh
Cc1ccc(C(=O)Nc2ccc3c(c2)OCO3)cc1S(=O)(=O)N1CCOCC1,8,1,-1,-24,4.1,-45,15,10
CCOc1ccccc1Nc1nnc(SCC(=O)NC(Cc2c[nH]c3ccccc23)C(=O)O)s1 (centres undefined),-6,0,-2,19,-0.9,0,12,1

# (list continues)
SMILES,Mdm2-MdmX inh,UPR XBP1 act,APJ agonist,697 NFkB inh,UPR CHOP act,Jurkat NFkB inh,APJ antag,tim23-1 inh
O=C(COC(=O)c1ccc(C(F)(F)F)cc1)Nc1cccc(S(=O)(=O)N2CCCCC2)c1,-12,-1,1,-20,-1.4,-10,-3,4
O=C(NC(=S)Nc1nc2c(s1)CCCC2)c1ccc(C(=O)c2ccccc2)cc1,4,-1,-6,-9,-2.1,-2,14,2
CC1(C)CC(=O)c2cnc(NC(=O)C3CCCC3)nc2C1,-1,5,-2,9,2.9,-4,13,14
O=C(N/N=C/c1ccccn1)C12CC3CC(CC(C3)C1)C2,26,1,-4,14,2.1,2,-7,33
NNC(=S)NCc1ccccc1,9,0,-8,-24,0.1,-2,-23,1
C#CCOCCOCCOCCNc1nc(N2CCN(C(=O)[C@H](CCC(=O)O)n3cc(C(N)Cc4ccc(O)cc4)nn3)CC2)nc(N2CCN(C(=O)[C@H](CCC(=O)O)n3cc(C(N)[C@H](C)CC)nn3)CC2)n1 (some centres undefined),6,0,0,7,2.1,-6,7,3
CCCc1nn2c(=O)cc(CSCC(=O)Nc3cccc(C)c3)nc2s1,17,-6,2,4,1.4,5,13,0
O=C(NCc1cccnc1)c1cc(Sc2cccc(Cl)c2)nc2ccccc12,-43,-3,-3,3,2.0,12,-11,18
COc1cc(C(=O)N2CCN(CC(O)COc3ccccc3)CC2)cc(OC)c1OC (centres undefined),18,-4,2,1,0.5,-16,-1,-4
CCN(CC)S(=O)(=O)c1cc(NC(=O)CCNC(=O)c2ccco2)ccc1C,-9,-2,2,-29,-0.9,1,0,6
c1ccc(-n2cnc3cc(NCc4ccncc4)ccc32)cc1,-4,3,3,-83,0.9,-40,-6,39
Cc1cc(S(=O)(=O)Nc2cccc(C(=O)O)c2)c(C)c(S(=O)(=O)c2ccc(Cl)cc2)c1,-22,2,5,11,1.5,-2,-2,21
O=C(NCCC(=O)N1CCOCCOCCOCCOCC1)OCc1ccccc1,3,-1,1,8,-0.9,-4,-2,4
N#CC1=C(S)N=C(N)C(c2nc(-c3ccccc3)cs2)C12CCCC2 (centres undefined),-25,2,2,-15,2.6,-15,-18,20
C=CCNC(=O)NC(=O)COC(=O)CC(NC(N)=O)c1ccc(Cl)cc1 (centres undefined),-7,-1,-4,12,4.0,2,-1,2
COc1cc2[nH]c(C(=O)N3CCC(Cc4ccccc4)CC3)cc2c(OC)c1OC,-9,4,-2,-33,4.0,-38,-3,34
CC(=O)c1ccc(NC(=O)C(NC(=O)c2ccccc2)=C(C)C)cc1,-4,1,-3,1,-0.5,12,10,3
COc1ccc(OC)c(C(=O)COC(=O)CNC(=O)C2CCCCC2)c1,9,-2,-4,7,0.9,15,-8,4
Cc1n[nH]c(=S)n(NC(=O)CC(=O)Nn2c(=S)[nH]nc(C)c2=O)c1=O,4,-6,-2,-3,-1.7,0,10,-37
NC(=O)C1CCN(CC(=O)NC(=O)NC2CCCC2)CC1,-21,2,0,-12,0.8,-12,16,11
